Assay outcomes as filed in PubChem BioAssay.
hcDAF-12 act: activators of H. contortus DAF-12 nuclear receptor; HEK293 hcDAF-12 lit1-tk-luc reporter, luminescence; 0% DMSO, 100% Δ7-dafachronic acid; activation, % at 6.8 µM; 370,000 tested, 1.4% active;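 active = activation above the mean of all tested compounds plus 3 SD, cut at about 5.5% in these data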;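 note: 100% = response to 3 µM Δ7-dafachronic acid high control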
FXN GAA850 act: increases GAA850 frataxin promoter reporter activity. 360,000 tested, 0.56% active. HEK293 lucGAA850 FXN promoter luciferase reporter, 24 h; percent of 10 µM SAHA response. activation, % at 6 µM. AID 540364;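 active = activation above the average of all compounds screened plus 3 SD, cutoff fixed separately per campaign, cut at about 7.5% in these data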;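 note: 0% = DMSO wells and 100% = 10 µM SAHA wells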
DAX1 inh-1: inhibitors of human orphan nuclear receptor DAX1 (NR0B1); P51843; AID 504766; 340,000 tested, 0.99% active; HEK293 Gal4-DAX1 luciferase reporter, luminescence; inhibition, % at 6.75 µM;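 active = inhibition above the mean over all tested compounds plus 3 SD, cut at about 4.2% in these data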;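 note: 0% = DAX1-transfected cells with DMSO and 100% = empty-vector control cells with DMSO; inhibition shows as a rise in luminescence from relieved DAX1 repression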
ssDAF12 agonist: activators of S. stercoralis DAF-12 nuclear receptor | 370,000 tested, 1% active | AID 652126 | HEK293 ssDAF-12/GRIP1 lit1-tk-luc reporter, luminescence; % of 3 µM dafachronic acid response | activation, % at 6.8 µM;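 active = activation above the mean over all tested compounds plus 3 SD, cut at about 0.9% in these data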;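 note: 0% = DMSO-only wells and 100% = 3 µM delta7-dafachronic acid wells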
sPLA2-III inh: Inhibits HGIII-sPLA2 liposome hydrolysis, primary screen; Q9NZ20; QFRET BODIPY PC-A2 liposome hydrolysis, fluorescence; inhibition, % at 12.2 µM; 370,000 tested, 0.56% active;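 active = inhibition above mean plus 3 SD of compounds lying within the high and low control bounds, cut at about 19% in these data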;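 note: 0% = median of test compound wells and 100% = no enzyme DMSO wells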
Target sequence (Q9NZ20 whole entry, looked up): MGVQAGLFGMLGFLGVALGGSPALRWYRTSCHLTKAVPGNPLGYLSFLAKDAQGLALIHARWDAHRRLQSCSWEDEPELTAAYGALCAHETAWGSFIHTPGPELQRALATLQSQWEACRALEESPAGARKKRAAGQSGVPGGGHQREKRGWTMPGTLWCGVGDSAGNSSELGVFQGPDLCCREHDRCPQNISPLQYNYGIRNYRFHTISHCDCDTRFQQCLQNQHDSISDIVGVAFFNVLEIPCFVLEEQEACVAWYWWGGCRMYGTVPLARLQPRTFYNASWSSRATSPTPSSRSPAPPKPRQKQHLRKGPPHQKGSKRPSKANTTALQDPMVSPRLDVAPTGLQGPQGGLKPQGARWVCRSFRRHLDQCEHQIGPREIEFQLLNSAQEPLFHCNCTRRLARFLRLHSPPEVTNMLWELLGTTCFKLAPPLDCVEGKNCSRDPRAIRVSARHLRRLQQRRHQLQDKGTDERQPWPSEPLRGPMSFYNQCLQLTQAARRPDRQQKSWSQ
hgDAF12 agonist: hgDAF-12 agonism, primary luciferase screen. HEK293 GAL4-hgDAF12 UAS-luciferase reporter, agonist luminescence; normalized to butyrate control. activation, % at 6.8 µM. 370,000 tested, 1.8% active. AID 687014;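 active = activation above a cutoff set at the mean of all screened compounds plus 3 SD, cut at about 10% in these data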;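 note: 0% = DMSO wells and 100% = sodium butyrate wells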
ADAM17 inh: ADAM17 inhibition, QFRET primary screen. P78536. recombinant ADAM17, EDANS/DABCYL FRET peptide cleavage. inhibition, % at 6.95 µM. 370,000 tested, 0.83% active. AID 720648;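 active = inhibition above the mean of compounds lying between control limits plus 3 SD, set per campaign, cut at about 8.5% in these data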;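 note: 0% = DMSO-only wells as the low control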
PLC-gamma1 inh: PLC-gamma1 (human) inhibition, primary screen; purified PLC-gamma1, fluorogenic substrate, fluorescence; 370,000 tested, 0.84% active; inhibition, % at 12.2 µM; in the data active = inhibition above about 9.5%
DAX1 inh-2: DAX1 (NR0B1) inhibition, primary screen; 370,000 tested, 1.1% active; inhibition, % at 6.8 µM; AID 652010; HEK293T StAR-luciferase reporter, SF-1/DAX-1 repression relief;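 active = inhibition above the mean over all tested compounds plus 3 SD, cut at about 3.6% in these data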;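 note: 0% = DAX-1 cells with DMSO and 100% = cells lacking DAX-1 with DMSO; higher inhibition means more luminescence from relief of DAX-1 repression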
PLCb3 inh: PLC-beta3 (human) inhibition, primary screen | Q01970 | Purified PLC-beta3, fluorogenic substrate, fluorescence | inhibition, % at 12.2 µM | 370,000 tested, 0.18% active | AID 720704; in the data active = inhibition above about 11%;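 note: 0% = median of compound wells on plate and 100% = full blocker control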
ADAM10 inh: inhibits human ADAM10; recombinant ADAM10, EDANS/DABCYL FRET peptide cleavage, 3 h; O14672; AID 720582; 370,000 tested, 0.62% active; inhibition, % at 7 µM;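 active = inhibition above a per-campaign cutoff equal to the mean of compounds falling between control-based bounds plus 3 SD, cut at about 20% in these data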;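 note: 0% = DMSO wells while the 100% control is not disclosed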
Target sequence (O14672 214-748 limits assumed): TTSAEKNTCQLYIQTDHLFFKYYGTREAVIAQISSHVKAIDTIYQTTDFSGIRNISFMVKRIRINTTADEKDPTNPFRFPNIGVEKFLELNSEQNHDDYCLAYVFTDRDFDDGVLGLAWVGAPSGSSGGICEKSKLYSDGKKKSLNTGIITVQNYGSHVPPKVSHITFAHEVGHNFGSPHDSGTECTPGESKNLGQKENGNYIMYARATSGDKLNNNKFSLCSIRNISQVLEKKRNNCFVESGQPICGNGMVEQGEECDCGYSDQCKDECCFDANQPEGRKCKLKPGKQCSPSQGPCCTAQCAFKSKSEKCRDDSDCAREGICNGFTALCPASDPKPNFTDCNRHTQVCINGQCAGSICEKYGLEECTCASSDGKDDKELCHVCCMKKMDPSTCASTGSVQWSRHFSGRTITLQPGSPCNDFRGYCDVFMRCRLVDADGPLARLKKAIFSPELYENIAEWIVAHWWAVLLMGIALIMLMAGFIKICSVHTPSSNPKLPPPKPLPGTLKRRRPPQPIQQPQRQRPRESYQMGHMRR
Numbers without * were called inactive.

Results for Cc1ccc(C2=NN(C(=O)CCC(=O)O)C(c3ccc4c(c3)OCO4)C2)cc1 (centres undefined) ?
hcDAF-12 act: 1.3; FXN GAA850 act: 0.7; DAX1 inh-1: 0.5; ssDAF12 agonist: -1.4; sPLA2-III inh: -3.4; hgDAF12 agonist: 0.4; ADAM17 inh: -4.0; PLC-gamma1 inh: -2.5; DAX1 inh-2: 0.1; PLCb3 inh: -10.8; ADAM10 inh: -4.9

Results for COCCOC(=O)/C=C1/NC(=O)CS1 ?
hcDAF-12 act: 0.0; FXN GAA850 act: -0.7; DAX1 inh-1: 0.4; ssDAF12 agonist: -0.8; sPLA2-III inh: -2.4; hgDAF12 agonist: 2.3; ADAM17 inh: -1.6; PLC-gamma1 inh: -0.4; DAX1 inh-2: -0.2; PLCb3 inh: 1.8; ADAM10 inh: 0.9

How did O=S(=O)(Nc1cccc(-c2nc3cccnc3s2)c1)c1cccs1 do in these assays?
hcDAF-12 act: -0.7; FXN GAA850 act: 3.5; DAX1 inh-1: -1.3; ssDAF12 agonist: -0.9; sPLA2-III inh: -31.1; hgDAF12 agonist: 2.0; ADAM17 inh: -8.1; PLC-gamma1 inh: -258.8; DAX1 inh-2: 0.6; PLCb3 inh: -383.5; ADAM10 inh: -3.9

What do the screens show for `O=C(CCN1CCN(c2ccccc2F)CC1)Nc1ccccc1F`?
hcDAF-12 act: 0.7; FXN GAA850 act: 1.7; DAX1 inh-1: 0.4; ssDAF12 agonist: -0.9; sPLA2-III inh: 10.4; hgDAF12 agonist: -0.2; ADAM17 inh: 3.7; PLC-gamma1 inh: 10.9*; DAX1 inh-2: 0.0; PLCb3 inh: 5.7; ADAM10 inh: 10.7

What do the screens show for `COc1ccc(S(=O)(=O)N2CCC(N3CCN(Cc4ccccc4)CC3)CC2)cc1`?
hcDAF-12 act: -1.5; FXN GAA850 act: 0.7; DAX1 inh-1: -0.7; ssDAF12 agonist: -1.1; sPLA2-III inh: -0.1; hgDAF12 agonist: -2.5; ADAM17 inh: -2.8; PLC-gamma1 inh: -0.2; DAX1 inh-2: 0.2; PLCb3 inh: 1.1; ADAM10 inh: -3.1

What do the screens show for `Cn1c(=O)c2c(ncn2CC(=O)OCC(=O)Nc2ccccc2)n(C)c1=O`?
hcDAF-12 act: 0.1; FXN GAA850 act: 2.6; DAX1 inh-1: -0.7; ssDAF12 agonist: -1.3; sPLA2-III inh: 4.2; hgDAF12 agonist: -1.2; ADAM17 inh: -2.5; PLC-gamma1 inh: -0.6; DAX1 inh-2: 1.1; PLCb3 inh: -0.8; ADAM10 inh: 5.0

What do the screens show for `CC(=O)c1cccc(-c2ccnc3c2CC(C(=O)Nc2ccccc2)O3)c1` (centres undefined)?
hcDAF-12 act: -2.5; FXN GAA850 act: -0.2; ssDAF12 agonist: -1.5; sPLA2-III inh: -9.8; hgDAF12 agonist: 0.8; ADAM17 inh: 4.6; PLC-gamma1 inh: 5.4; DAX1 inh-2: 0.9; PLCb3 inh: 2.5; ADAM10 inh: 16.4

How did COc1ccc(CCCc2nnc(SCC(=O)Nc3ccc(OC)cc3)o2)cc1 do in these assays?
hcDAF-12 act: -1.9; FXN GAA850 act: 1.2; DAX1 inh-1: 0.3; ssDAF12 agonist: -1.7; sPLA2-III inh: 0.6; hgDAF12 agonist: 2.5; ADAM17 inh: -4.6; PLC-gamma1 inh: 6.0; DAX1 inh-2: 0.4; PLCb3 inh: 2.6; ADAM10 inh: 2.8

What do the screens show for `Cc1ccc(NC(=O)CCC(=O)c2ccc(F)cc2)cc1Cl`?
hcDAF-12 act: -0.7; FXN GAA850 act: -1.1; DAX1 inh-1: 0.2; ssDAF12 agonist: -1.4; sPLA2-III inh: -15.9; hgDAF12 agonist: -0.4; ADAM17 inh: -1.8; PLC-gamma1 inh: 0.5; DAX1 inh-2: 0.2; PLCb3 inh: 0.6; ADAM10 inh: 4.9

What do the screens show for `CS(=O)(=O)N(CC(=O)Nc1ccc(F)cc1)C1CCCCC1`?
hcDAF-12 act: -2.3; FXN GAA850 act: 0.0; DAX1 inh-1: -0.4; ssDAF12 agonist: 0.0; sPLA2-III inh: -0.1; hgDAF12 agonist: -1.0; ADAM17 inh: 3.6; PLC-gamma1 inh: 2.1; DAX1 inh-2: 0.0; PLCb3 inh: -3.1; ADAM10 inh: 5.4

How did COc1cc2c(cc1NC(=O)Nc1ccc(C)cc1)oc1ccccc12 do in these assays?
hcDAF-12 act: 8.5*; FXN GAA850 act: 2.4; DAX1 inh-1: -1.1; ssDAF12 agonist: -0.8; sPLA2-III inh: -8.4; hgDAF12 agonist: 7.1; ADAM17 inh: -9.9; PLC-gamma1 inh: -5.5; DAX1 inh-2: 0.1; PLCb3 inh: -8.2; ADAM10 inh: -24.1

Results for O=C(Nc1nc(C2C3CC4CC(C3)CC2C4)cs1)c1cc2cc([N+](=O)[O-])ccc2oc1=O (centres undefined) ?
hcDAF-12 act: -0.1; FXN GAA850 act: 2.3; DAX1 inh-1: 1.1; ssDAF12 agonist: -0.7; sPLA2-III inh: 2.8; hgDAF12 agonist: 0.7; ADAM17 inh: 0.3; PLC-gamma1 inh: 14.0*; DAX1 inh-2: 0.1; PLCb3 inh: 8.1; ADAM10 inh: -1.8

What do the screens show for `CCCOc1ccccc1C1NC(=O)NC(C)=C1C(=O)OCCOCC` (centres undefined)?
hcDAF-12 act: -3.2; FXN GAA850 act: 0.1; DAX1 inh-1: -0.2; ssDAF12 agonist: -0.5; sPLA2-III inh: 3.4; hgDAF12 agonist: 0.9; ADAM17 inh: -4.5; PLC-gamma1 inh: -0.7; DAX1 inh-2: -0.2; PLCb3 inh: 0.4; ADAM10 inh: 6.0

What do the screens show for `NS(=O)(=O)c1cccc(NC(=O)Cn2nc(C(=O)O)c3ccccc3c2=O)c1`?
hcDAF-12 act: -1.5; FXN GAA850 act: 3.0; DAX1 inh-1: 0.0; ssDAF12 agonist: -0.8; sPLA2-III inh: 0.8; hgDAF12 agonist: 0.6; ADAM17 inh: -0.1; PLC-gamma1 inh: 3.9; DAX1 inh-2: -0.3; PLCb3 inh: -3.2; ADAM10 inh: 2.4

How did O=C(CCc1nc2ccccc2c(=O)[nH]1)Nc1cccc(S(=O)(=O)N2CCCCC2)c1 do in these assays?
hcDAF-12 act: -1.2; FXN GAA850 act: -1.1; DAX1 inh-1: -1.1; ssDAF12 agonist: -1.3; sPLA2-III inh: -12.6; hgDAF12 agonist: -2.0; ADAM17 inh: -0.3; PLC-gamma1 inh: -1.1; DAX1 inh-2: -1.5; PLCb3 inh: -8.4; ADAM10 inh: -1.9

What do the screens show for `CC1=NN(c2ccccc2)C(=O)C1CCC#N` (centres undefined)?
hcDAF-12 act: 0.9; FXN GAA850 act: 0.4; ssDAF12 agonist: -0.7; sPLA2-III inh: 0.5; hgDAF12 agonist: 3.8; ADAM17 inh: -2.0; PLC-gamma1 inh: 1.2; DAX1 inh-2: 0.0; PLCb3 inh: -1.4; ADAM10 inh: -3.9

How did c1ccc(CCCNCCCn2cnc3c(OCc4ccccc4)ncnc32)cc1 do in these assays?
hcDAF-12 act: -2.0; FXN GAA850 act: -2.0; DAX1 inh-1: 0.7; ssDAF12 agonist: -1.0; sPLA2-III inh: -12.6; hgDAF12 agonist: 3.9; ADAM17 inh: -0.9; PLC-gamma1 inh: 5.8; DAX1 inh-2: 0.4; PLCb3 inh: 6.8; ADAM10 inh: 3.4

What do the screens show for `Cc1ccc(NC(=S)NNc2ncc(C(F)(F)F)cc2Cl)cc1`?
hcDAF-12 act: -4.9; FXN GAA850 act: -2.3; DAX1 inh-1: -3.4; ssDAF12 agonist: -2.5; sPLA2-III inh: 18.5; hgDAF12 agonist: -7.4; ADAM17 inh: -2.0; PLC-gamma1 inh: -3.2; DAX1 inh-2: -2.0; PLCb3 inh: -13.7; ADAM10 inh: 9.4

What do the screens show for `O=C(O)c1ccc2c(=O)[nH]c(CCl)nc2c1`?
hcDAF-12 act: -0.1; FXN GAA850 act: 2.3; DAX1 inh-1: -0.2; ssDAF12 agonist: -1.6; sPLA2-III inh: 10.6; hgDAF12 agonist: 1.3; ADAM17 inh: -14.8; PLC-gamma1 inh: -5.4; DAX1 inh-2: 1.9; PLCb3 inh: -11.3; ADAM10 inh: -28.0

Results for Cc1ccc(CSCCNS(C)(=O)=O)cc1 ?
hcDAF-12 act: -1.0; FXN GAA850 act: 2.4; DAX1 inh-1: 0.8; ssDAF12 agonist: -1.2; sPLA2-III inh: 3.8; hgDAF12 agonist: 1.5; ADAM17 inh: -5.6; PLC-gamma1 inh: 0.3; DAX1 inh-2: 0.6; PLCb3 inh: 1.8; ADAM10 inh: 5.4

How did Clc1ccc2nc(-c3ccc4c(c3)OCO4)cn2c1 do in these assays?
hcDAF-12 act: 7.5*; FXN GAA850 act: -5.2; DAX1 inh-1: -1.4; ssDAF12 agonist: -1.0; sPLA2-III inh: 0.3; hgDAF12 agonist: 5.1; ADAM17 inh: -230.2; PLC-gamma1 inh: -260.7; DAX1 inh-2: 3.7*; PLCb3 inh: -367.8; ADAM10 inh: inactive

How did CCN1C(=O)[C@@H]2[C@@H](c3ccc(-c4ccc(C(C)=O)cc4)cc3)N3CCCC[C@@]3(C(=O)OC)[C@@H]2C1=O do in these assays?
hcDAF-12 act: -1.7; FXN GAA850 act: -3.1; DAX1 inh-1: -0.8; ssDAF12 agonist: -1.7; sPLA2-III inh: -15.9; hgDAF12 agonist: 0.9; ADAM17 inh: 1.6; PLC-gamma1 inh: 2.5; DAX1 inh-2: -0.9; PLCb3 inh: -1.6; ADAM10 inh: 10.7

Results for O=C(CSc1nnc(SCc2ccc(Cl)cc2)s1)N/N=C/c1ccccc1C(=O)O ?
hcDAF-12 act: -1.9; FXN GAA850 act: 1.9; DAX1 inh-1: 1.4; ssDAF12 agonist: -0.1; sPLA2-III inh: -8.0; hgDAF12 agonist: 2.5; ADAM17 inh: -2.4; PLC-gamma1 inh: -0.6; DAX1 inh-2: -0.2; PLCb3 inh: -7.3; ADAM10 inh: -0.8

How did COc1ccnc(Oc2ccc(F)cc2)c1C(=O)N/C=N/OCc1ccc(F)cc1Cl do in these assays?
hcDAF-12 act: -2.0; FXN GAA850 act: -0.2; DAX1 inh-1: 0.9; ssDAF12 agonist: -1.8; sPLA2-III inh: 0.9; hgDAF12 agonist: -1.3; ADAM17 inh: 0.0; PLC-gamma1 inh: 2.7; DAX1 inh-2: -0.4; PLCb3 inh: -0.6; ADAM10 inh: -2.3
